Akt phos inh – inhibitors of Akt phosphorylation; AID 651550; activity change, % for hits at 50 µM; actives 0.32% (n = 360,000); Neuro2A IGF-stimulated pAkt S473 HTRF, 20 min; stronger effect = lower value; in the data active = activity change below about -80%; inconclusive = mostly about -51% to -80%; also: % is scaled to controls: 0 for no effect and ±100 for the full control effect
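Neuro2A cells in DMEM with 0.5% FBS, overnight at 37 deg C, given compound at single 50 µM final, then IGF (6 nM final) for 20 min at 37 deg C. Lysed; phospho-Akt Ser473 by HTRF after 24 h, 665/615 ratio.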
CCT chaperon mod – modulators of cytosolic chaperonin (CCT/TRiC) activity | activity change, % (test concentration not listed), hits read low | purified chaperonin ATPase assay, HTRF ADP detection, 30 min | actives 0.3% (n = 360,000); in the data active = activity change below about -30%; also: % is scaled to controls: 0 for no effect and ±100 for the full control effect
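TRiC (40 or 20 nM final, by batch activity) in 30 mM Tris pH 7.4, 100 mM KCl, 5 mM MgCl2, 1 mM DTT was treated with compound at 76 uM single dose, then 10 uM ATP, 30 min at 37 °C. ADP was read by HTRF Transcreener.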
D3 antag – antagonists of human D3 dopamine receptor | actives 2.5% (n = 360,000) | max response, negative = inhibition, % | D3R cells, DiscoveRx beta-arrestin luminescence, antagonist mode; stronger effect = lower value | P35462; in the data active = max response below about -50%; inconclusive = no clear call, values can overlap the other calls; also: % is scaled to controls: 0 for no effect and ±100 for the full control effect; mostly tested at two doses, the higher about 12 µM
Target sequence (P35462 whole entry, looked up): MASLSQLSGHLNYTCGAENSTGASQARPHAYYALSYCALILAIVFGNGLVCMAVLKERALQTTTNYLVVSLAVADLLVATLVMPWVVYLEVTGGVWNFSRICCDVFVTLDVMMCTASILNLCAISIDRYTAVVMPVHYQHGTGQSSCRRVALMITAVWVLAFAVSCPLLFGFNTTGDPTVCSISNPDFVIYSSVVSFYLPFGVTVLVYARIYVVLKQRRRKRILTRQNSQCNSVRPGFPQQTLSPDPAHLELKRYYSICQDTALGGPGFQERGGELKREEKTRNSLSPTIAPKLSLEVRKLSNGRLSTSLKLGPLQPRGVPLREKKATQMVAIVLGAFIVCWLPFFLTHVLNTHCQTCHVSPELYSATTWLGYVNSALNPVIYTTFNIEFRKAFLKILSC
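Cells expressing the human receptor were seeded at 1500 cells/well, incubated overnight at 37 degrees C in 5% CO2, then exposed to library compounds with dopamine controls for 90 minutes at 37 degrees C before luminescent detection.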
PTHR1 agonist – PTHR1 (human) receptor agonism; Q03431; HEK293 GP2 PTHR1 cells, GloSensor cAMP luminescence, 1 h; Potency, µM (top dose mostly 115 µM), without a hit: top-dose activation, actives largely listed as activators; actives 0.075% (n = 410,000); also: potency is read from the fitted curve at half-maximal effect; nearly all actives have a fitted effect of over 55% in size; some results filed as inactive show a strong effect at the top dose; inactives centre near -15; many of its hits are not listed in these tables
Target sequence (Q03431 whole entry, looked up): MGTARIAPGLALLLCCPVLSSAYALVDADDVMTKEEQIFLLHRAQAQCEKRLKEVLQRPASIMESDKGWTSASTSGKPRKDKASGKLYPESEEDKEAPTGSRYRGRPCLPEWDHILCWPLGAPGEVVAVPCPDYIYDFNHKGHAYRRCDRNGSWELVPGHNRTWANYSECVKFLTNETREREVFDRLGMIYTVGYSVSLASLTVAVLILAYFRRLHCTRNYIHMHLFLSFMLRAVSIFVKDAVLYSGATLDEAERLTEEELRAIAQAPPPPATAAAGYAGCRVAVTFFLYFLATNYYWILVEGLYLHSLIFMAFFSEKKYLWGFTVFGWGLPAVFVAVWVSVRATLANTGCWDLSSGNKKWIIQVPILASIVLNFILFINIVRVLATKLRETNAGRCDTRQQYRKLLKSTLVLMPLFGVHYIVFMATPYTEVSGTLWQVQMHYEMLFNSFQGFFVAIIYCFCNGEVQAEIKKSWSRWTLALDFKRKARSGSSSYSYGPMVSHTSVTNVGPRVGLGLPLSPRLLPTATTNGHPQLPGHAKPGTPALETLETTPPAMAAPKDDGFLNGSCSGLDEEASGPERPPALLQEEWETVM
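HEK-293-derived GP2 cells expressing PTHR1 and a GloSensor cAMP reporter, 3,000/well, plated overnight, given luciferin plus IBMX (each 0.5 mM as added) for 1 h at 37 °C, then compound for 1 h at 37 °C. Luminescence was read after 15 min at room temperature.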
Mm-Cpn inhibitor – M. maripaludis TRiC chaperonin inhibition; purified Mm-Cpn ATPase, ADP Transcreener TR-FRET; AID 504842; actives 0.031% (n = 330,000); Potency, µM (titrated, usually from 76.9 µM), without a hit: at the top dose activity, negative = inhibition, most hits filed as inhibitors; also: potency is read from the fitted curve at half-maximal effect; % is scaled to controls: 0 for no effect and ±100 for the full control effect; nearly all actives have a fitted effect of over 80% in size
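25 nM Mm-CPN + cpd, 10 min 37°C; + 10 uM ATP, 30 min 37°C; buffer 30 mM Tris pH 7.4, 100 mM KCl, 5 mM MgCl2, 1 mM DTT; Transcreener ADP HTRF detection 30 min RT.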
D3 ag – agonists of human D3 dopamine receptor; P35462; D3R DiscoveRx beta-arrestin cells, luminescence, 90 min; max activation, %; actives 0.58% (n = 410,000); in the data active = max activation above about 30%; also: 0% is about no effect; mostly tested at two doses, the higher about 12 µM
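Cells at 1500/well, incubated overnight, then treated with pinned compounds (dopamine as control) for 90 min at 37 degrees C. DiscoveRx reagent added for 30 - 60 minutes at room temperature; luminescence read.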
EPAC2 antag – blocks human EPAC2 exchange factor; Q8WZA2; EPAC2 GEF exchange of Rap1B-BODIPY-GDP, fluorescence; actives 0.18% (n = 360,000); Potency, µM (highest dose often 114 µM), for inactives: at the top dose activity, negative = inhibition, usual class: inhibitors; AID 720708; also: potency is read from the fitted curve at half-maximal effect; % is scaled to controls: 0 for no effect and ±100 for the full control effect; nearly all actives have a fitted effect of over 45% in size; many of its hits are not listed in these tables
EPAC2 agonist – activates human EPAC2 exchange factor; Potency, µM (titrated, usually from 154 µM), inactives show at the highest dose activation, actives largely listed as activators; actives 0.079% (n = 360,000); EPAC2 activation, biochemical qHTS; response scale: 100% = 6.5 mM cAMP response; AID 720711; also: potency is read from the fitted curve at half-maximal effect; nearly all actives have a fitted effect of over 50% in size
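Setup: EPAC2 100 nM, labeled Rap1B complex 250 nM, free GDP 50 uM. Compound titrations pinned in, brief spin, 5 min room temperature incubation. Kinetic fluorescence read over 30 min, normalized to 6.5 mM cAMP.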
The depositor's hits bear a star; i = inactive; ? = inconclusive; . = not tested or not shown; [ ] = dose if it differs, or a comment. Unless noted, calls follow the shape of the dose curve; as a rule, active = well fitted curve in the direction sought with a large enough effect; inconclusive = small, poorly fitted or top-dose-only effect, or another doubt; inactive = no such curve, though single readings can be large; an effect the other way counts as inactive or inconclusive.

Molecule | CCT chaperon mod | EPAC2 antag | D3 ag | Akt phos inh | Mm-Cpn inhibitor | PTHR1 agonist | D3 antag | EPAC2 agonist
Cc1ccc(Nc2ncnc3sccc23)c(C)c1 | 1.5 | -18% | 5 | i | 1% | -19% | -5 | 4%
CCc1cccc2[nH]c3cc([N+](=O)[O-])ccc3c12 | 2.0 | 6% | -1 | i | -7% | i | -3 | 6%
COCC(=O)Nc1nc2n(n1)C(c1ccc(OC)cc1)CC(c1ccc(OC)cc1)N2 (configuration not stated) | -0.8 | -3% | 2 | i | 0% | i | 8 | 3%
C/C(=N\NC(=O)C(NC(=O)c1ccccc1)C(C)C)c1ccccc1 (configuration not stated) | -1.4 | 6% | 1 | i | -1% | i | 37 | -4%
CCOC(=O)Cn1cnc2c(C#N)c3n(c2c1=O)CCCCC3 | 2.1 | 3% | -4 | i | -1% | i | -18 | 8%
NC(COCc1ccccc1)c1csc(Nc2cc(NCCCO)ncn2)n1 (configuration not stated) | -3.2 | 5% | 6 | i | . | i | -21 | -4%
CS(=O)(=O)N1CCN(C(=O)Cc2ccccc2Cl)CC1 | -0.8 | 4% | -5 | i | -3% | i | -5 | 3%
Cc1nc(-c2ccccc2)nn1-c1ccc([N+](=O)[O-])cc1 | 3.2 | 1% | -3 | i | . | i | ? | 3%
CS(=O)(=O)N1CCN(C(=O)NC2CCCCC2)CC1 | -0.6 | 14% | -7 | i | 2% | i | -16 | 6%
Cc1nn(-c2ccccc2)c(Cl)c1C(=O)NCC(C)C | -1.2 | 7% | -2 | i | 1% | i | 13 | -21%
CN(C)S(=O)(=O)n1cnc(C(CCO)c2ncn(S(=O)(=O)N(C)C)c2CCCO)c1 (configuration not stated) | -1.8 | 3% | 2 | i | -13% | -15% | -26 | 4%
Cc1c(CC(=O)NCC(=O)O)c(=O)oc2cc3c(cc12)CCC(C)(C)O3 | -1.0 | 4% | 1 | i | -3% | i | -9 | 9%
COc1ccccc1CNC(=O)CS(=O)(=O)c1ccc(C)cc1 | 2.3 | -3% | 5 | i | -1% | -10% | 1 | 4%
COc1cc2c(c(OC)c1OC)CCc1cnoc1-2 | -10 | 3% | 0 | i | 0% | 9% | ? | 5%
CC(C)(C)OC(=O)NCCCCCc1nnc(SCc2cccc(F)c2)o1 | 0.8 | -24% | -5 | i | -1% | -35%[inhibitor] | 17 | 10%
COc1ccc(OC)c(C(C[N+](=O)[O-])c2c(C)cc3ccccn23)c1 (configuration not stated) | -1.8 | ? | -2 | i | -1% | i | -1 | 17%
COc1ccc(OC)c(N2Cc3ccccc3C2)c1 | -1.2 | -3% | -1 | i | 2% | i | ? | -1%
COc1ccc(C2SCCN2C(=S)Nc2cccc(C(F)(F)F)c2)cc1 (configuration not stated) | 2.3 | 17% | -33 | i | -2% | i | -29 | -7%
Cc1cc(C)cc(C(=O)NCC(=O)OCC(=O)NC2CCCc3ccccc32)c1 (configuration not stated) | 0.8 | -5% | -11 | i | 1% | i | 8 | -5%
O=C(Cc1coc2cc3c(cc12)CCC3)NCC1(N2CCCCC2)CCCCC1 | 1.7 | -5% | -5 | i | 0% | i | 6 | 0%
CC(C)(C)OC(=O)N1CCC(c2c(C(=O)N3CCN(C4CCCCC4)CC3)cnn2-c2ccccc2)CC1 | -0.1 | 0% | -6 | i | -1% | -24% | -6 | -3%
COC(=O)c1ccc(NC(=O)N2CCOCC2)cc1 | -0.7 | 6% | -2 | -121%* | 0% | i | -10 | 1%
Cc1ccsc1/C=N/NC(=O)CNC(=O)c1c(F)cccc1Cl | 1.1 | 4% | -12 | i | 1% | -3% | -12 | -2%
Cn1c(=O)c2c(nc(CN3CCOCC3)n2CC(O)CO)n(C)c1=O (configuration not stated) | -1.4 | 2% | -2 | i | 1% | -1%[57.5 µM] | -13 | 8%
COCCNC(=O)c1ccc2c(c1)nc(C)n2-c1cccc(F)c1 | -2.5 | -11% | -13 | i | 1% | 15% | -21 | 3%
O=C(CN1C(=O)c2cccnc2Oc2ccc(Cl)cc21)N1CCOCC1 | -3.4 | -4% | -2 | i | -2% | -9% | -8 | 6%
CNC(=O)c1ccsc1NC(=O)c1ccc(S(=O)(=O)N2CCc3ccccc32)cc1 | 0.5 | 6% | 12 | i | ? | -18% | 48 | 14%
O=C1c2ccccc2C(c2nnnn2Cc2ccccc2)N1CCCn1ccnc1 (configuration not stated) | -0.1 | 4% | -4 | i | . | i | 0 | 1%
CS(=O)(=O)c1[nH]nc(-c2ccccc2)c1C#N | -1.1 | 2% | 2 | i | 2% | i | 2 | 3%
O=C(NCCOC(=O)C1COc2ccccc2O1)c1cccnc1 (configuration not stated) | 1.3 | -2% | 2 | i | 0% | -10% | -14 | -4%
CCC(=O)c1ccc(OCC(=O)N2CCc3cc(OC)c(OC)cc3C2)cc1 | -1.3 | 7% | -5 | i | -5% | 0%[57.5 µM] | 15 | 3%
O=C(c1ccco1)N1N=C2CCCCCC2C1(O)C(F)(F)F (configuration not stated) | 1.1 | 79µM* | 8 | i | -1% | -2% | 12 | 3%
O=C(NC1CC1)C1CCN(S(=O)(=O)c2ccc(Cl)c([N+](=O)[O-])c2)CC1 | 0.6 | 2% | 1 | i | 4% | -22% | -10 | 6%
CCC(C)N1C(=O)S/C(=C/c2ccc(N3CCOCC3)cc2C)C1=O (configuration not stated) | -0.9 | 0% | 15 | i | 3% | -2% | 7 | 1%
COc1ccc(CN2C(=O)c3ccccc3C2C(=O)NC2CCCC2)c(OC)c1 (configuration not stated) | -2.9 | 0% | 1 | . | 0% | -3%[57.5 µM] | 15 | 5%
C[C@H](NC(=O)OC(C)(C)C)C(=O)N/N=C/c1cccc2nccnc12 | 1.3 | 8% | 10 | i | -5% | i | -14 | 4%
CS(=O)(=O)N1N=C(c2cccs2)CC1c1ccc(Cl)o1 (configuration not stated) | 0.5 | -9% | -2 | i | -1% | i | 2 | 5%
Cc1ccc(NC(=S)NNC(=O)Cn2nc(C(F)F)cc2C(F)F)cc1 | 1.8 | -7% | -1 | i | 1% | i | 0 | -6%
Cc1c(CCO)c(=O)n(C)n1C(=O)c1ccc(F)cc1 | -2.7 | -1% | -2 | i | -2% | -10%[57.5 µM] | -19 | 7%
O=C(COn1nnc2ccc(Cl)cc21)NC12CC3CC(CC(C3)C1)C2 | -1.8 | 2% | 1 | i | -1% | -4%[57.5 µM] | -2 | 2%
CCCSc1ncnc2sc(C)c(C)c12 | -5.6 | -29% | -1 | i | 3% | -7% | 9 | 7%
CCOC(=O)C1CCN(C(=S)Nc2cc(C)ccc2C)CC1 | -0.5 | 1% | -10 | i | -1% | -12% | -23 | 11%
COC(=O)C(C)Sc1nc2c(c(=O)n(C)c(=O)n2C)n1Cc1cccc(C)c1 (configuration not stated) | -1.7 | 6% | 6 | i | 0% | -5%[57.5 µM] | 15 | 3%
O=C(CCN1CCOCC1)Nc1cccc(Br)c1 | -1.3 | 5% | 0 | i | 0% | i | -9 | -8%
CCO[C@H]1OC(C(=O)NCc2ccccc2)=C[C@@H](c2ccc(Br)cc2)[C@@H]1CCCO | -4.1 | -25% | 1 | i | . | i | -1 | 7%
O=c1cc[nH]c2cccc(Cc3ccccc3)c12 | -0.2 | -3% | -11 | i | 0% | i | 7 | -1%
COc1ccc(OC)c(N2C(=O)CC(Cc3ccc(Cl)cc3)C2=O)c1 (configuration not stated) | -2.0 | -10% | 2 | i | 0% | -10% | 14 | 2%
Cc1cc(NC(=O)CCC(=O)N(c2ccc(F)cc2)C(C(=O)NC2CCCC2)c2ccncc2)no1 (configuration not stated) | -0.4 | 12% | 2 | i | -1% | -4% | 8 | 7%
COc1ccc(C2(O)CCN(CC(=O)Nc3nccs3)CC2)c(OC)c1 | 0.8 | 3% | -6 | . | 1% | -4%[57.5 µM] | -6 | 4%
COc1ccc(C2NC(=O)NC(C)=C2[N+](=O)[O-])cc1 (configuration not stated) | -1.1 | -6% | 7 | i | -21% | i | 13 | 3%
COC(=O)c1ccccc1NC(=O)Nc1ccc2c(c1)OCO2 | -0.1 | 4% | 0 | i | -1% | i | 22 | -2%
CN1CCN(NS(=O)(=O)c2ccc(Cl)s2)CC1 | -1.4 | 4% | 1 | i | -1% | -6% | -15 | 18%
COc1ccc(O)c(CN2CCC(n3nccc3NC(=O)CCOc3ccccc3)CC2)c1 | 3.4 | -5% | -13 | i | 0% | ? | 2 | 4%
COC(=O)[C@]12CCCCC=C1N(CCC1=CCCCC1)C(=O)[C@H](CC(=O)NCc1ccc(OC)c(OC)c1)C2 | 0.3 | -26% | 4 | i | . | i | 28 | 5%
O=C1c2ccccc2C(O)N1Cc1cccs1 (configuration not stated) | -28 | -6% | 7 | i | 2% | -6% | 10 | 4%
CCOC(=O)C1=C(O)C(=O)NC(c2ccccc2)=C(OC2CCCCC2)C1 | -1.1 | -1% | -3 | i | 0% | i | -6 | 11%
Cc1ccc(C)c(S(=O)(=O)N2CCN(C(=O)CCC(=O)NCc3ccc(Cl)cc3Cl)CC2)c1 | -1.1 | -16% | 0 | i | . | -24% | -13 | 13%
CC1(C)CC(=O)C2=C(C1)Nc1ccccc1S2 | 0.0 | 6% | -5 | i | -10% | -7% | -8 | 2%
COc1cc(/C=N/Nc2cccc(C)c2)cc(Br)c1O | 0.2 | 1% | -6 | i | 0% | -5% | -13 | 13%

Only part of the results is shown; rates above refer to the full screens.
